Vif-APOBEC3G blk – qHTS for Inhibitors of Vif-A3G Interactions: qHTS; DNA dC->dU-editing enzyme APOBEC-3G (Homo sapiens), Q9HC16; HeLa A3G-eYFP + Vif (tagged APOBEC3G with the HIV-1 protein that degrades it), YFP fluorescence, overnight; Potency, µM (highest dose often 46.1 µM), inactives show at the highest dose activity, negative = active, usual class: inhibitors; hit rate 0.076% among 410,000; AID 602310, 2012;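 also: % is scaled to controls: 0 for no effect and ±100 for the full control effect; nearly all actives have a fitted effect of over 60% in size; hits raise eYFP signal because A3G escapes Vif-driven loss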
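HeLa cells stably expressing Vif and C-terminally eYFP-tagged A3G, seeded overnight at 37 deg C, then exposed to compound by pintool overnight at 37 deg C. Rise in yellow fluorescence (Ex 488/Em 500-530, Acumen) marks blocked Vif-driven A3G degradation.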
mIDH1 inhibitor – qHTS for Inhibitors of mutant isocitrate dehydrogenase 1 (IDH1): qHTS. Isocitrate dehydrogenase [NADP] cytoplasmic (Homo sapiens), O75874. IDH1-R132H enzyme, NADPH consumption, diaphorase/resazurin fluorescence. Potency, µM (highest dose often 76.6 µM), without a hit: at the highest dose activity change, negative = inhibition, usual class: inhibitors. hit rate 0.093% among 390,000. AID 602179, 2012; also: % is scaled to controls: 0 for no effect and ±100 for the full control effect; nearly all actives have a fitted effect of over 65% in size
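IDH1-R132H (0.5 ug/mL) preincubated 30 min with compound, then NADPH (0.016 mM) and alpha-KG (2 mM) added; 80 min at RT, pH 7.5. Remaining NADPH coupled via diaphorase/resazurin to fluorescence (540/590 nm); concentration-response curves normalized to no-enzyme control.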
RXFP1 ag – qHTS Assay for Agonists of the Relaxin Receptor RXFP1; HEK293T-RXFP1 cAMP TR-FRET, 30 min; response scale: percent of porcine relaxin response, buffer zero; Potency, µM (top dose mostly 57.5 µM), for inactives: at the highest dose activation, usual class: activators; hit rate 0.3% among 370,000; also: % is scaled to controls: 0 for no effect and ±100 for the full control effect; nearly all actives have a fitted effect of over 60% in size; many of its hits are not listed in these tables
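Agonist response is measured as cAMP accumulation in an RXFP1-transfected HEK293T line under PDE4 inhibition. Values are scaled between buffer-only and 29 nM porcine relaxin, and EC50s come from standard Hill equation fits.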
12-LOX inh – Primary qHTS assay for inhibitors of human arachidonate 12S-lipoxygenase (ALOX12): Round 2; purified 12hLO, xylenol orange hydroperoxide absorbance; hit rate 1.1% among 580,000; Potency, µM (doses to about 108 µM), without a hit: at the top dose activity change, negative = inhibition, most hits filed as inhibitors; Polyunsaturated fatty acid lipoxygenase ALOX12 (Homo sapiens), P18054; also: % is scaled to controls: 0 for no effect and ±100 for the full control effect
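Hydroperoxide product was detected by ferrous iron/xylenol orange as the 573 to 405 nm absorbance ratio. Arachidonic acid at 40 uM (final) was turned over for 30 min at room temperature by 150 nM human 12hLO, pH 7.0 Hepes buffer, after 15 min compound preincubation.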
TrxR1 substrate – qHTS Assay for Substrates of Mammalian Selenoprotein Thioredoxin Reductase 1 (TrxR1): qHTS | purified TrxR1 substrate turnover, NADPH consumption readout | Potency, µM (series often up to 114 µM), for inactives: at the highest dose activity change, negative = substrate turnover | hit rate 0.01% among 390,000 | AID 588456, 2011; also: % is scaled to controls: 0 for no effect and ±100 for the full control effect; nearly all actives have a fitted effect of over 50% in size
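Rat TrxR1, dispensed at 90 nM, was prereduced with 400 uM NADPH (final) for 5 min at ~22 deg C, then incubated with compound 15 min before 400 uM selenite. A first-read NADPH fluorescence drop versus no-compound background flagged substrates.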
USP1 inh – Inhibitors of USP1/UAF1: Primary Screen; recombinant USP1/UAF1, Ub-Rhodamine cleavage fluorescence; Potency, µM (top dose mostly 57.1 µM), for the others: top-dose activity change, negative = inhibition, most hits filed as inhibitors; hit rate 0.23% among 390,000; AID 743255, 2014; also: % is scaled to controls: 0 for no effect and ±100 for the full control effect; nearly all actives have a fitted effect of over 60% in size; inactives centre near -12
Target sequence (O94782 whole entry, looked up): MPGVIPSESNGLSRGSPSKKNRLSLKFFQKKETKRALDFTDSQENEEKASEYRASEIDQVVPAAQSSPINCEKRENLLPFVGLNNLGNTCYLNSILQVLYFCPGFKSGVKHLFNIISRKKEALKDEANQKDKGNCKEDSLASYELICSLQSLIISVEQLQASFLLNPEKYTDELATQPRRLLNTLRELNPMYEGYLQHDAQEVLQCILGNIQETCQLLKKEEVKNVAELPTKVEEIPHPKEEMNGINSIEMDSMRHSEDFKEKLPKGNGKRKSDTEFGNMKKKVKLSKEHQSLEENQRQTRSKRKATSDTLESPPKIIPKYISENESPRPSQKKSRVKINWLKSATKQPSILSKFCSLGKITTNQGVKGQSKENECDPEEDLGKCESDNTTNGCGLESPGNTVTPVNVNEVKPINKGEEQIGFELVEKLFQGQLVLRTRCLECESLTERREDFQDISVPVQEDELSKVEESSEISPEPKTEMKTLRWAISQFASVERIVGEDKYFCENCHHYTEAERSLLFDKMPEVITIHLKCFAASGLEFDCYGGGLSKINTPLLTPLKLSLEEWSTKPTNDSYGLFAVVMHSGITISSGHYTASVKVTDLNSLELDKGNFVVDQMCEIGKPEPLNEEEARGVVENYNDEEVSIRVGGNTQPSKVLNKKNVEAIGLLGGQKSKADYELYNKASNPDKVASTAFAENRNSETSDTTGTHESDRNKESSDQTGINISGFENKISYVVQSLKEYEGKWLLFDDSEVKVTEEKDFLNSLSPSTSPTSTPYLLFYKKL
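USP1/UAF1 complex (1 nM) preincubated 15 min at room temperature with compound, then Ub-Rho substrate (150 nM final) added. Kinetic fluorescence at 480/540 nm over 6 reads at 60 s intervals; 50 mM HEPES pH 7.8, 0.5 mM EDTA, 0.1 mg/ml BSA, 1 mM TCEP, 0.01% Tween-20.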
rTrxR1 inhibitor – qHTS Assay for Inhibitors of Mammalian Selenoprotein Thioredoxin Reductase 1 (TrxR1): qHTS; Thioredoxin reductase 1, cytoplasmic (Rattus norvegicus), O89049; recombinant rTrxR1, NADPH fluorescence consumption, selenite substrate; Potency, µM (top dose mostly 114 µM), for the others: at the top dose activity change, negative = inhibition, hits mostly inhibitors; hit rate 1% among 390,000; AID 588453, 2011; also: % is scaled to controls: 0 for no effect and ±100 for the full control effect; nearly all actives have a fitted effect of over 65% in size
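Rat TrxR1 (90 nM in the dispensed reagent) was pre-reduced with 400 uM NADPH for 5 min at room temperature, then incubated with compound for 15 min. After 400 uM selenite was added, NADPH fluorescence (Ex 340/Em 450 nm) was followed for 8 min.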
Vif-A3F inh – qHTS for Inhibitors of Vif-A3F Interactions: qHTS; HeLa A3F-eYFP + Vif (tagged APOBEC3F with the HIV-1 protein that degrades it), YFP fluorescence increase; Potency, µM (doses to about 46.1 µM), for inactives: at the top dose activity, negative = active; hit rate 0.2% among 390,000; also: % of control where 0% means no effect; nearly all actives have a fitted effect of over 65% in size
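HeLa cells stably expressing Vif plus C-terminally eYFP-tagged A3F were seeded, incubated overnight at 37 deg C, dosed with compound, incubated overnight again at 37 deg C. Yellow fluorescence (Ex 488/Em 500-530) reported blocked Vif-mediated A3F-eYFP degradation.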
RGS4 inh – Inhibitors of Regulator of G Protein Signaling (RGS) 4: qHTS | Potency, µM (doses to about 114 µM), inactives show at the top dose activity change, negative = inhibition, actives largely listed as inhibitors | Transcreener GDP fluorescence polarization, RGS4-accelerated GTP hydrolysis | AID 504845, 2011 | hit rate 0.039% among 390,000 | Regulator of G-protein signaling 4 (Homo sapiens), P49798; also: % is scaled to controls: 0 for no effect and ±100 for the full control effect; nearly all actives have a fitted effect of over 75% in size; some results filed as inactive show a strong effect at the top dose
Target sequence (P49798 whole entry, looked up): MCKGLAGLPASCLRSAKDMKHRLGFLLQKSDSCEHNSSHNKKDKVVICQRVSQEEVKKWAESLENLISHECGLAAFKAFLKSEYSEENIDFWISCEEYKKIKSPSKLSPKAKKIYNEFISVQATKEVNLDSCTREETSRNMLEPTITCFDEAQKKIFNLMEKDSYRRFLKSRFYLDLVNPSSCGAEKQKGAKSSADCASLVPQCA
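MLSMR compounds (23 nl, pin-transferred) preincubated 10 min at room temperature with a 500nM (2x) first reagent, then RGS4 at 900nM (2x) plus Transcreener GDP mix added; fluorescence polarization (620/688 nm) read before and after 90 min at 30 °C.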
Numbers without * were called inactive; ? = inconclusive; . = no result given; & = joins results of further samples; [ ] = another dose, or the depositor's remark. Calls follow the shape of the dose curve; as a rule, active = well fitted curve in the direction sought with a large enough effect; inconclusive = small, poorly fitted or top-dose-only effect, or another doubt; inactive = no such curve, though single readings can be large; an effect the other way counts as inactive or inconclusive. Potency is read from the fitted curve at half-maximal effect. The list is partial, so the mix of outcomes need not match the whole.

Structure	Vif-APOBEC3G blk	mIDH1 inhibitor	RXFP1 ag	12-LOX inh	TrxR1 substrate	USP1 inh	rTrxR1 inhibitor	Vif-A3F inh	RGS4 inh
COc1ccc(S(=O)(=O)N2CC(O)CC2C(=O)OCc2nc3sc(C)c(C)c3c(=O)[nH]2)cc1 (stereo not drawn)	-1%	7%	-0.1%	-19%	-3%	-17%	3%	-22%	-41%
CNC(=O)C1CCN(c2nc3ccccc3nc2C(F)(F)F)CC1	6%	-3%	?	-16%	-2%[57.1 µM]	-8%	11%[57.1 µM]	10%	16%
CCN(C(=O)CN(C)S(=O)(=O)c1ccc2c(c1)n(C)c(=O)c(=O)n2C)c1cccc(C)c1	4%	12%	0.1%	2%	-3%	-9%	-9%	5%	19%
CN(CC(=O)Nc1ccc(Cl)cc1)C(=O)c1ccc(-n2cncn2)c([N+](=O)[O-])c1	1%	4%	0.5%	-13%	-5%	1%	3%	3%	-12%
CCCCN1C[C@H](c2ccc(Br)cc2)[C@@H](CC(=O)Nc2ccc(Br)cc2)C1=O	-3%	-5%	.	-2%	.	-22%	.	0%	.
CCOc1ccc(-c2cccc(NS(=O)(=O)c3ccc(C)s3)c2)nn1	-5%	2%	0.4%	-17%	-3%[57.1 µM]	-12%	4%[57.1 µM]	-11%	-12%
CCN(C(=O)c1cc(Cl)ccc1OC)c1ccccc1C	-4%	8%	0.0%	411%[activator]	-3%	-18%	-5%	7%	-26%
O=C(NNc1c(F)c(F)cc(F)c1F)c1ccco1	-2%	-11%	.	-50%	6%	-16%	15%	-2%	2%
COc1ccccc1NC(=O)CCN1CCN(c2ccc(Cl)cc2)CC1	3%	-5%	-0.6%	15%	-7%	1%	14%	8%	56%[activator]
CCOC(=O)c1ccc(NC(=O)c2nc[nH]c2C(=O)N[C@@H](C)CO)cc1	2%	0%	.	32%	.	-23%	.	8%	.
NC(=O)c1c(/N=C/c2cccs2)sc2c1CCCC2	-1%	0%	-1.9%	-31%	-2%	-11%	40µM*	11%	-29%
CN1C2CCC1CC(NC(=O)c1ccc(Cl)cc1)C2 (stereo not drawn)	1%	-1%	-0.3%	0%	7%[57.1 µM]	-1%	20%[57.1 µM]	0%	-22%
Clc1ccccc1CNc1nc2ccccc2c2nc(-c3ccccc3)nn12	-2%	-1%	0.0%	0%	6%	1%	32%	-11%	29%
CS(=O)(=O)NCCSCc1c(F)cccc1Cl	-1%	2%	-0.5%	137%[activator]	0%	-12%	0%	-1%	-2%
CCc1nccn1S(=O)(=O)c1cc(OC)ccc1OC	-1%	16%	2.1%	-2%	6%	-9%	9%	4%	-20%
COc1ccccc1CCC(=O)NNC(=O)c1ccncc1	3%	-1%	0.2%	-12%	0%[57.1 µM]	-13%	3%[57.1 µM]	-17%	3%
Cc1c(OCC(=O)NCc2cccnc2)ccc2c3c(c(=O)oc12)CCC3	0%	-10%	-1.9%	18%	15%	-26%	10%	-2%	-5%
O=[N+]([O-])c1ccc(N2CCCC2)cc1N1CCCC1	-4%	1%	-2.0%	?	-23%	-22%	-20%	4%	30%
CCc1nnc(NC(=O)CSc2nnc3scc(-c4ccc(C)cc4)n23)s1	0%	0%	.	26%	3%	-3%	13%	-3%	23%
O=C(CSc1nc2ccccc2c(=O)[nH]1)N1CCOCC1	0%	-1%	0.9%	4%	10%	8%	22%	-3%	3%
COc1cc(NC(=O)c2ccccc2Cl)c(OC)cc1NC(=O)CN1CCOCC1	0%	1%	-0.8%	156%[activator]	-13%	-17%	-6%	2%	7%
CCOc1ccc2[nH]c(=O)c(CN(CCO)C(=O)CC)cc2c1	6%	9%	-0.1%	408%[activator]	43%[activator]	-16%	-9%	0%	-19%
COc1ccc(OC)c(C(=O)NC(CC(N)=O)c2ccc(N3CCCCCC3)c([N+](=O)[O-])c2)c1 (stereo not drawn)	-13%	-6%	1.5%	-19%	4%[57.1 µM]	?	12%[57.1 µM]	1%	-13%
CCC(C(=O)OC)n1cnc2c(cnn2-c2ccc(Cl)cc2)c1=O (stereo not drawn)	5%	5%	0.6%	15%	-8%	-11%	-7%	-4%	16%
CCOC(=O)c1ccc(N2C(=O)c3n[nH]c(-c4ccco4)c3C2c2cccc(OC)c2)cc1 (stereo not drawn)	0%	?	3.3%	-20%	-4%	-11%	13%	-12%	-15%
Cc1c(Cl)c([N+](=O)[O-])nn1CC(=O)Nc1ccc2c(c1)OCO2	0%	2%	3.7%	?	-9%	-9%	-15%	3%	-25%
O=C(NCC(c1ccc(F)cc1)N1CCOCC1)c1cccnc1Sc1ccc(Cl)cc1 (stereo not drawn)	-9%	8%	2.0%	-11%	-13%	-13%	-14%	3%	-13%
COc1ccc(OC)c(NC(=O)Nc2cc(C(=O)O)ccc2C)c1	3%	-13%	2.4%	-13%	6%	-19%	18%	-10%	2%
Cc1cc(C)cc(N(CCC#N)C(=O)COC(=O)C2CCN(c3ccc(C(F)(F)F)cn3)CC2)c1	0%	2%	0.8%	3%	-2%	-11%	2%	-15%	-13%
Cc1[nH]nc2c1C(c1ccccc1F)NC2=O (stereo not drawn)	-4%	0%	1.7%	13%	4%	-20%	10%	3%	11%
CC(NC(=O)c1cccc(N2CCCC2=O)c1)c1ccc2c(c1)OCCO2 (stereo not drawn)	1%	6%	1.3%	114%[activator]	8%	-19%	14%	0%	-35%
Cc1cc(C(=O)NNC(=O)Nc2ccc(Cl)cc2)no1	0%	4%	0.2%	253%[activator]	6%[57.1 µM]	-9%	26%[57.1 µM]	5%	14%
CCCn1nnc(NC(=O)c2cccc(OCC)c2)n1	-4%	2%	1.4%	?	-3%	-9%	-8%	1%	-8%
C=CCC[C@H](Cc1ccc(F)cc1)C(=O)OC[C@H](C)NC(=O)[C@@H](CC=C)CC(=O)N[C@H](CO)Cc1ccccc1	-3%	-2%	.	-4%	-7%	-17%	-5%	0%	-4%
Cc1sc2c(c1C)c(=O)n(-c1ccccc1)c(=O)n2CC(=O)NCC1CCCO1 (stereo not drawn)	-1%	-3%	8.3%	11%	3%	-18%	10%	1%	-13%
CCS(=O)(=O)N1CCC(C(=O)Oc2ccccc2Cl)CC1	3%	-6%	0.8%	7%	-2%	-8%	20%	-3%	-4%
CN(C)c1ccc(/C=C2\C(=N)N3N=C(CC(=O)N4CCCCC4)SC3=NC2=O)cc1	?	2%	-2.2%	1%	-17%	-20%	-9%	?	10%
COc1cccc(NC(=O)CCCn2c(=S)[nH]c3ccccc3c2=O)c1	-1%	3%	-1.0%	-14%	-2%	-21%	-8%	-3%	5%
COc1cc(/C=C/C(=O)c2ccc([N+](=O)[O-])o2)ccc1O	?	3%	-3.0%	-2%	-1%	?	7.9µM*	?	21%
COc1ccc(CNC(=O)CN(c2ccccc2OC)S(=O)(=O)c2ccc(C)cc2)cc1	4%	24%	-0.3%	-17%	15%[57.1 µM]	-10%	28%[57.1 µM]	-4%	-46%
COC(=O)c1ccc(Cn2nnc3c(=O)[nH]c(C4CCCN(S(=O)(=O)c5cccc(Cl)c5)C4)nc32)cc1 (stereo not drawn)	-6%	1%	2.1%&0.7%	?	-2%&3%	?	15%&4%	-1%	2%&-6%

Structures from the list above that have a CF3 group (2):
Structure	Vif-APOBEC3G blk	mIDH1 inhibitor	RXFP1 ag	12-LOX inh	TrxR1 substrate	USP1 inh	rTrxR1 inhibitor	Vif-A3F inh	RGS4 inh
CNC(=O)C1CCN(c2nc3ccccc3nc2C(F)(F)F)CC1	6%	-3%	?	-16%	-2%[57.1 µM]	-8%	11%[57.1 µM]	10%	16%
Cc1cc(C)cc(N(CCC#N)C(=O)COC(=O)C2CCN(c3ccc(C(F)(F)F)cn3)CC2)c1	0%	2%	0.8%	3%	-2%	-11%	2%	-15%	-13%
